Screening data as filed in PubChem.
RGS4 block = human RGS4 inhibition; P49798; HEK293 M3R/RGS4 inducible, Fluo-4 calcium flux; hits give high values; triggered by carbachol at its EC20; B-score at 10 µM; hit rate 0.45% among 310,000;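 active = B-score, a plate-corrected calcium signal, over three deviations above library mean, with baseline fluorescence within five deviations of library mean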;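 note: RGS4 expression induced by doxycycline in cells with stable M3 receptor; B-score is computed from the integrated fluorescence ratio over baseline after carbachol; higher B-score means a larger calcium signal and so more RGS4 inhibition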
Target sequence (P49798 whole entry, looked up): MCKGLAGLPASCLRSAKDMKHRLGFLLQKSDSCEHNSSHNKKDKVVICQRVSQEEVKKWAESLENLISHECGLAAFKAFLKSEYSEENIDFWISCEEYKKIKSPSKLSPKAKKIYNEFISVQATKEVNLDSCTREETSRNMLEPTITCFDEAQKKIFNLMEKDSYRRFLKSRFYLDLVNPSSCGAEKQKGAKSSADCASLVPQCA
MrgX1 allo act = human MrgX1 positive allosteric modulation, primary screen; MrgX1-HEK293, Fluo-4 calcium flux, FDSS; hits give high values; AID 588675; B-score at 10 µM; hit rate 0.63% among 310,000;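 active = plate-corrected calcium response at least 3 library SD above typical, normal starting fluorescence, not activating the receptor alone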;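 note: compound read alongside a low EC10 to EC30 dose of BAM8-22 agonist; peak minus trough fluorescence over baseline measured at the second addition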
Target sequence (Q96LB2 whole entry, looked up): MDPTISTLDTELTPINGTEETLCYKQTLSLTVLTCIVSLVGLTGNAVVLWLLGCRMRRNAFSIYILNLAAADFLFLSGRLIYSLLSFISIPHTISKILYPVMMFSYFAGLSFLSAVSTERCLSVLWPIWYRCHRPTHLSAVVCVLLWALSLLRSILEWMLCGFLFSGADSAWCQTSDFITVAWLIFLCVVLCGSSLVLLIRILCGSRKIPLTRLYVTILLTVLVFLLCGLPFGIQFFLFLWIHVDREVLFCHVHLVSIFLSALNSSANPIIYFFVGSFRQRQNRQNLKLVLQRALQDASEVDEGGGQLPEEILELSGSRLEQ
KCNQ1 act = potentiates or activates the human KCNQ1 potassium channel; AID 2648; CHO-K1 KCNQ1, thallium flux FluxOR fluorescence; hits give high values; P51787; hit rate 0.35% among 310,000; B-score at 10 µM;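 active = fluorescence ratio B-score, a plate-corrected score, at least three library SD, with initial intensity B-score within 5 SD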
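Schedule – 37 °C overnight plating, 90-min dark dye load, 20-min compound pretreatment · System – stable KCNQ1 CHO-K1 line · Probe or stimulus – thallium- and potassium-containing depolarizing buffer · Measured by – kinetic FluxOR fluorescence, 10 s baseline plus 110 s post-stimulus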
ANO1 block = inhibitors of mouse TMEM16A calcium-activated chloride channel | Q8BHY3 | HEK293 TMEM16A/YFP iodide influx fluorescence, ionomycin | normalized B-score (activity score, 25-100; higher = stronger inhibition) at 10 µM | hit rate 1.2% among 310,000;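 active = ratio plate-corrected score three or more library SD toward inhibition, starting fluorescence score within five deviations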;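 note: score derived from kinetic fluorescence span divided by baseline fluorescence per well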
MrgX1 agonist = agonists of human MrgX1 receptor; Q96LB2; MrgX1-HEK293 cells, Fluo-4 calcium fluorescence, agonist mode; hits give high values; B-score at 10 µM; hit rate 0.44% among 310,000; AID 588627;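 active = calcium response B-score plate-corrected fluorescence ratio at least 3 library SD, with starting fluorescence B-score inside 5 SD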
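Material – MrgX1-expressing HEK293 cells · Input – 15,000 cells seeded per well · Dosing – compound as first of three additions · Times – overnight seeding, then 1 h dark dye loading · Measured by – kinetic Fluo-4 NW fluorescence of intracellular calcium · Read-out – B-scored fluorescence response ratio · Benchmarks – positive and negative control wells on each plate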
TMEM16A act = activators or potentiators of mouse TMEM16A chloride channel; HEK293 TMEM16A/YFP-H148Q/I152L, iodide quench fluorescence; hits give low values; B-score at 10 µM; hit rate 0.3% among 340,000;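 active = fluorescence-ratio B-score plate-corrected deviation score at least 3 library SD below zero, with starting fluorescence score within 5 deviations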;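 note: channel opened by trigger with iodide after compound preincubation; score built on the fluorescence ratio of max minus min over baseline; more negative score means more quench and so TMEM16A activation or potentiation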
KCNK3 block = human KCNK3 channel inhibition, primary screen. CHO-KCNK3 thallium flux, FluxOR fluorescence; hits give low values. B-score at 10 µM. hit rate 0.84% among 340,000;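 active = B-score under library mean minus 4 SD, starting fluorescence ratio at most library mean plus 5 SD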;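 note: more negative B-score means stronger inhibition of thallium flux through KCNK3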
hERG protect = compounds protecting human hERG from proarrhythmic drug block | AID 1511 | activation (rescue from dofetilide block), less the hit threshold, % at 10 µM | hit rate 0.51% among 310,000 | Q12809 | CHO-hERG, FluxOR thallium flux, dofetilide IC70 present;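 active = activation above the mean of controls blocked by dofetilide plus 5 SD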;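 note: thallium influx through hERG after potassium depolarization seen as dye fluorescence rise; in these data hits start at about 4.7%; inactives centre near -7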
KCNQ1 inh = blocks the human KCNQ1 potassium channel; CHO-K1 KCNQ1, FluxOR thallium flux fluorescence; hits give high values; P51787; B-score at 10 µM; AID 2642; hit rate 1.3% among 310,000;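 active = compounds whose thallium flux B-score, printed positive for inhibition, exceeds three library SD while starting fluorescence stays within three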;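 note: channel opened by potassium depolarization with thallium stimulus after 20 min compound exposure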
KCNK9 inh = blocks the human KCNK9 two-pore domain potassium channel. hit rate 1.2% among 310,000. HEK293 KCNK9, FluxOR thallium flux fluorescence; hits give low values. B-score at 10 µM;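 active = ratio B-score over 3 SD below the library mean, with starting fluorescence within 5 SD of its mean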;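 note: negative B-score means less thallium flux so channel inhibition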
Target sequence (Q9NPC2 whole entry, looked up, the tested form may be a part): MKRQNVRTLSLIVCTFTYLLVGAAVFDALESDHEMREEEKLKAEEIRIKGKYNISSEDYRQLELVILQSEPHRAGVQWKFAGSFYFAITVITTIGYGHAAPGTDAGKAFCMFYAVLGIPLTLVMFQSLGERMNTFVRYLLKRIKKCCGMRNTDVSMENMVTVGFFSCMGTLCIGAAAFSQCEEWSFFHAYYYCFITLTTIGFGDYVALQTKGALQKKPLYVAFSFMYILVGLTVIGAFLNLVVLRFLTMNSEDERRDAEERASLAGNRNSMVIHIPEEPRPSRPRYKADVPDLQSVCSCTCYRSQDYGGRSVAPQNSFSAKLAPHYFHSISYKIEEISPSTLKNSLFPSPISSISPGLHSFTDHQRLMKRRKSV
RGS4 act = potentiators or activators of RGS4. hit rate 0.92% among 310,000. HEK293 M3R/inducible RGS4, carbachol calcium flux Fluo4; hits give low values. B-score at 10 µM;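 active = B-score of the integrated calcium signal more than 4 SD below the library mean, with starting fluorescence not abnormally high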;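 note: negative B-score means reduced calcium response which marks RGS4 activation or potentiation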
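Assay system: Inducible-RGS4 HEK293 cells carrying M3 receptor | Schedule: Compound preincubation 20 min at room temperature before agonist | Signal: Kinetic calcium fluorescence imaging with Fluo4-AM dye, 2 µM | Read-out basis: B score from integrated fluorescence ratio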
* hit, by the source's call; i = inactive; . = not tested or not shown.

Every second line gives: hERG protect, MrgX1 agonist, KCNQ1 inh, RGS4 act, TMEM16A act, KCNK3 block, KCNK9 inh, KCNQ1 act, ANO1 block, MrgX1 allo act, RGS4 block
Cc1ccc(C(C)C)c(OCC(=O)OCC(=O)NC2CCS(=O)(=O)C2)c1 (centres undefined)
→ -10, i, i, i, i, i, i, i, i, i, i
CCN(C(=S)Nc1ccc(Oc2ccccc2)cc1)c1ccccc1
→ -8, i, i, i, i, i, i, i, i, i, i
CN(c1cccc(NC(=O)CN(c2cccc(Cl)c2)S(=O)(=O)c2ccccc2)c1)S(C)(=O)=O
→ -5, i, i, i, i, i, i, i, i, i, i
C/C(=N/NC(=O)c1ccncc1)c1c[nH]c2ccccc12
→ -11, i, i, i, i, i, i, i, i, i, i
O=C(O)CCn1cc(/C=C\C(=O)c2ccc(Cl)cc2)c(-c2cccc(Br)c2)n1
→ -5, i, i, i, i, i, i, i, i, i, i
O=C(Nc1ccc(OCc2ccccc2)cc1)Nc1ccccc1C(=O)NCCCN1CCOCC1
→ -14, i, i, i, i, i, i, i, i, i, i
N#C/C(=C\c1ccccc1Br)C(=O)NC1CC1
→ -19, i, i, i, i, i, i, i, i, i, i
Cc1c(C(=O)N(C)CCCCN2CCOCC2)oc2c(F)cccc12
→ 0, i, i, i, i, i, i, i, i, i, i
CC(C)NC(=O)c1ccc(C2SCC(=O)N2Cc2ccccc2)cc1 (centres undefined)
→ -6, i, i, i, i, i, i, i, i, i, i
CCN(CC)C(=O)Cn1cnc2sc(C(=O)N3CCN(Cc4ccc5c(c4)OCO5)CC3)c(C)c2c1=O
→ -4, i, i, i, i, i, i, i, i, i, i
O=C1NC(Cc2ccccc2)C(=O)N1CC(=O)N1CCCc2ccccc21 (centres undefined)
→ -9, i, i, i, i, i, i, i, i, i, i
CN(C)C(CNC(=O)c1ccc(NC(=O)CC#N)cc1)c1ccccc1 (centres undefined)
→ -17, i, i, i, i, i, i, i, i, i, i
COc1ccc(/C=C/C(=O)Oc2ccc(C)c(C)c2)cc1OC
→ -6, i, i, i, i, i, i, i, i, i, i
Cc1c(C(=O)C(=O)N2c3ccc(F)cc3CCC2C)c2ccccc2n1C (centres undefined)
→ -2, i, i, i, i, i, i, i, i, i, i
N#CCCCn1c(=O)oc2ccccc21
→ -2, i, i, i, i, i, i, i, i, i, i
COc1cccc(C(=O)NNC(=O)c2ccccc2)c1
→ -6, i, i, i, i, i, i, i, i, i, i
O=S(=O)(Nc1ccc(-n2cccc2)cc1)c1ccccc1
→ -12, i, i, i, i, i, i, i, i, i, i
CCN(CC)CC(=O)NC12CC3CC(CC(C3)C1)C2
→ -11, i, i, i, i, i, i, i, i, i, i
O=C(Cn1nnc2ccccc2c1=O)Nc1ccc2c(c1)CCC2
→ -1, i, i, i, i, i, i, i, i, i, i
COc1ccc(C(=O)Nc2nccs2)cc1[N+](=O)[O-]
→ -2, i, i, i, i, i, i, i, i, i, i
COc1cc(/C=C/C(=O)OCC(=O)Nc2ccc(S(=O)(=O)N3CCCC3)cc2)ccc1O
→ -8, i, i, i, i, i, i, i, i, i, i
Cc1ccccc1Cn1c(=N)n(CC(=O)c2ccc([N+](=O)[O-])cc2)c2ccccc21
→ ., i, ., ., i, i, ., ., i, i, .
COc1cc(N2CCCC2)ccc1[N+](=O)[O-]
→ -5, i, i, i, i, i, i, i, i, i, i
CCc1ccc(NC(=O)C(=O)NNC(=O)c2cccs2)cc1
→ 47*, i, i, i, i, i, i, 54*, i, i, i
Cn1cccc1/C=C1\SC(=S)N(NC(=O)c2ccc(F)cc2)C1=O
→ -6, i, i, i, i, i, i, i, i, i, i
Cc1c(C(=O)N2CCN(C)CC2)oc2c1C(=O)CC(C)(C)C2
→ -8, i, i, i, i, i, i, i, i, i, i
CN(C)c1nc(C#N)nc(N(C)C)n1
→ 10*, i, i, i, i, i, i, i, i, i, i
Cc1cc(C)c2oc(-c3ccc(C)c(NC(=S)NC(=O)/C=C/c4ccco4)c3)nc2c1
→ -4, i, i, i, i, i, i, i, i, i, i
Cc1cccc(NC(=O)c2cc(S(=O)(=O)N3CCOCC3)cn2C)c1C
→ -9, i, i, i, i, i, i, i, i, i, i
O=C1CC(c2ccco2)CC(O)=C1C=NCC1NCCc2ccccc21 (centres undefined)
→ -7, i, i, i, i, i, i, i, i, i, i
CCCCC(=O)N1C/C=C\C(c2ccc(OC)cc2)N(Cc2ccc(F)cc2)C(=O)C1 (centres undefined)
→ -7, i, i, i, i, i, i, i, i, i, i
COc1cc(/C=C2/S/C(=N/S(=O)(=O)Cc3ccccc3)NC2=O)c([N+](=O)[O-])cc1OC
→ -7, i, i, i, i, i, i, i, i, i, i
Cc1ccc(C(=O)N/C(=C\c2sccc2C)C(=O)NCc2ccco2)cc1
→ -8, i, i, i, i, i, i, i, i, i, i
CCCc1nc2c(sc3nc4c(cc32)COC(C)(C)C4)c(=O)n1CCN(CC)CC
→ -12, i, i, i, i, i, i, i, i, i, i
Cn1nc(-c2ccccc2)c2cc([N+](=O)[O-])ccc21
→ -9, i, i, i, i, i, i, i, i, i, i
CC(=O)Nc1ccc(NC(=O)c2cc(=O)c3ccccc3o2)cc1
→ -11, i, i, i, i, i, i, i, i, i, i
Cc1cc(C(F)(F)F)nn1CC(=O)NNC(=S)Nc1ccc(F)cc1
→ -8, i, i, i, i, i, i, i, i, i, i
COc1cccc(CN2CC(C(=O)N(C)C3CCOCC3)CCC2=O)c1 (centres undefined)
→ -2, i, i, i, i, i, i, i, i, i, i
COc1ccccc1Nc1nc(-c2cccc(N3C(=O)c4ccccc4C3=O)c2)cs1
→ -1, i, i, i, i, i, i, i, i, i, i
CC(C)c1ccccc1NC(=S)N(C)C
→ 0, i, i, i, i, i, i, i, i, i, i
O=C(CCCN1CCC(C(=O)c2ccc(F)cc2)CC1)c1ccc(F)cc1
→ -12, i, i, i, i, i, i, i, i, i, i
O=C(COC(=O)c1ccc([N+](=O)[O-])cc1Cl)NC(=O)c1ccccc1
→ -14, i, i, i, i, i, i, i, i, i, i
O=C(NC(Nc1nc2ccc([N+](=O)[O-])cc2s1)(C(F)(F)F)C(F)(F)F)c1ccccc1
→ -34, i, 8*, i, i, i, i, i, 100*, i, i
Cc1ccc(CSc2nc3ccsc3c(=O)n2Cc2ccccn2)cc1
→ -8, i, i, i, i, i, -14*, i, i, i, i
CC(C)Cn1c(=O)c(C(=O)NCc2ccc3c(c2)OCO3)c(O)c2ccccc21
→ -7, i, i, i, i, i, i, i, i, i, i
c1cnn(Cc2cnc(N3CCOCC3)s2)c1
→ 1, i, i, i, i, i, i, i, i, i, i
Cc1cc(C)c(NC(=O)c2cnn(C)c2)c(C)c1
→ -4, i, i, i, i, i, i, i, i, i, i
CCOc1ccccc1N(C)S(=O)(=O)c1ccc2[nH]cc(C(=O)N(CCOC)CCOC)c(=O)c2c1
→ -7, i, i, i, i, i, i, i, i, i, i
COCCOc1cc(NC(=O)CS(=O)CC(=O)N(C)C)c(Cl)cc1Cl (centres undefined)
→ -2, i, i, i, i, i, i, i, i, i, i
COC(=O)C1=C(C(=O)OC)[C@@H]2N(C)c3ccc(OC)cc3[C@@]23C[C@@H](C(=O)OC)N(C(=O)C2CCC2)C3=N1
→ -7, i, i, i, ., ., i, i, i, i, i
CCN(CC)c1ccc(/C=N/NC(=O)c2nnn(-c3nonc3N)c2-c2ccc(C)cc2)cc1
→ -4, i, i, i, i, i, i, i, i, i, i
COc1ccc(C(C(=O)NC(C)(C)C)N(C(=O)CNC(=O)c2cccs2)c2ccc(C)cc2)cc1OC (centres undefined)
→ -10, i, i, i, i, i, i, i, i, i, i
c1ccc(COc2cccc(CN3CCCCC3)c2)cc1
→ -7, i, i, i, i, i, i, i, i, i, i
COc1ccc(NC(=O)[C@@H]2CC=C[C@@H]3CCN(Cc4ccccc4)C(=O)[C@@H]32)cc1
→ -7, i, i, i, i, i, i, i, i, i, i
Cn1c(CCC(=O)OCC(=O)NCc2ccc3c(c2)OCO3)nc(=O)c2ccccc21
→ 4, i, i, i, i, i, i, i, i, i, i
CC(C(=O)Nc1cccnc1)C1Sc2ccccc2NC1=O (centres undefined)
→ -9, i, i, i, i, i, i, i, i, i, i
Cc1ccccc1CCN(C(=O)CN1C(=O)c2ccccc2S1(=O)=O)C(C(=O)NCC1CCCO1)c1ccncc1 (centres undefined)
→ -9, i, i, i, i, i, i, i, i, i, i
Cc1ccc(-c2nn(C)c(=O)c3ccccc23)cc1CO
→ -5, i, i, i, i, i, i, i, i, i, i
CC[C@H]1OC(=O)[C@H](C)[C@@H](O[C@H]2C[C@@](C)(OC)[C@@H](O)[C@H](C)O2)[C@H](C)[C@@H](O[C@@H]2O[C@H](C)C[C@H](N(C)C)[C@H]2O)[C@](C)(O)C[C@@H](C)[C@@H]2N[C@@H](COCCOC)O[C@H]([C@H]2C)[C@]1(C)O
→ -2, i, i, i, i, i, i, i, i, i, i
CCc1ccc(-c2cc(C)no2)cc1S(=O)(=O)NCc1ccco1
→ -12, i, i, i, i, i, i, i, i, i, i
Cc1cccc(NC(=O)c2nc[nH]c2C(=O)N[C@@H](CCCCNC(=O)OC(C)(C)C)C(=O)OC(C)(C)C)c1
→ -7, i, i, i, i, i, i, i, i, i, i
CC12CCC(C(=O)N(NC(=O)c3cccnc3)C1=O)C2(C)C (centres undefined)
→ -10, i, i, i, i, i, i, i, i, i, i
Cn1c(=O)[nH]c(=O)c2c1nc(NCCCO)n2Cc1ccc(F)cc1
→ -5, i, i, i, i, i, i, i, i, i, i
